# RAD54 inh: inhibitors of human RAD54 branch migration, primary screen, biochemical, fluorescence, single point | RAD54 Holliday junction branch migration, FAM/BHQ fluorescence | inhibition, % at 10.4 µM | 360,000 compounds, 0.14% hits | AID 602329, 2012;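 active means mean normalized replicate activity at least 40 and at least half of replicates scoring 40 or more; inconclusive means only one of the two criteria met; inactive means mean below 40 and under half of replicates reaching 40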;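 further: 0% = median of neutral control wells and 100% = median of positive control wells; inhibitors cause a drop in the FAM fluorescence signal; in these data hits start at about 50%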
# RAD52 inh: RAD52 DNA annealing inhibitors, primary screen, biochemical, FRET, single point, set 2. recombinant RAD52 DNA annealing, FRET fluorescence. 360,000 compounds, 0.46% hits. inhibition, % at 18.7 µM;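 active means every replicate showing at least 50% inhibition; inconclusive means mean inhibition at least 50% but not in every replicate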
# esBAF inh: Bmi1 luciferase reporter increase in mESCs, primary screen, esBAF inhibitor project, mouse ES cells, Bmi1 luciferase knock-in, single point; 24 h; 100% = twice the neutral-well signal; reporter increase, % at 12.5 µM; 350,000 compounds, 2% hits; in the data active means activation above about 40%; inconclusive means no clear call, values can overlap the other calls;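 further: 0% = median of the plate's neutral control wells and 100% = double that signal; a rise in the Bmi1 reporter signal indicates esBAF inhibition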
# XiGFP reactiv: activators of inactive X chromosome reactivation, primary screen, imaging, XiGFP fibroblasts, GFP high-content imaging, set 2 | AID 743238, 2013 | activation, % at 7.58 µM | 360,000 compounds, 0.055% hits | XiGFP mouse fibroblasts, % GFP-positive cells imaging, 3 d; cells co-treated with 5-aza-dC sensitizer; scaled so ellipticine positive control = 100%;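 active means mean normalized replicate activation at least 10% and every replicate at or above 10%; inconclusive means only one of the two criteria met; inactive means mean below 10% and not all replicates reach 10%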;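 further: 0% = median of on-plate neutral control wells and 100% = ellipticine 6 µM median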
#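 Assay system – SV40-immortalized XiGFP fibroblast cells, line 68-5-11 · Buffer or medium – DMEM supplemented with 5-aza-dC as sensitizing agent · Dosing – one concentration, pinned · Benchmarks – positive control ellipticine, 6 µM final · Times – 3 days compound exposure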
# GSIS activator: GLuc luminescence reporter in INS-1E cells, primary screen for activators of glucose-dependent secretion of insulin; 370,000 compounds, 0.61% hits; activation, % at 16.6 µM; INS-1E GLuc reporter insulin secretion, 2-3 h;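 active means lowest replicate activation of at least 40%, so every replicate reaches that level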;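 further: 0% = median of neutral control wells and 100% = median of IBMX positive control wells; some compounds called inactive have numbers as strong as hits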
# ERAP1 inh: human ERAP1 aminopeptidase inhibitors, primary screen, biochemical, single point, plate reader. 340,000 compounds, 0.15% hits. recombinant ERAP1, Leu-AMC fluorescence, 60 min. inhibition, % at 10.7 µM;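 active means mean replicate inhibition of at least 30%, or all replicates individually reaching that 30% level; inactive means mean below 30% and not every replicate reaching it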;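 further: 0% = neutral control wells and 100% = L-leucinethiol positive control wells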
# Target sequence (Q9NZ08 whole entry, looked up): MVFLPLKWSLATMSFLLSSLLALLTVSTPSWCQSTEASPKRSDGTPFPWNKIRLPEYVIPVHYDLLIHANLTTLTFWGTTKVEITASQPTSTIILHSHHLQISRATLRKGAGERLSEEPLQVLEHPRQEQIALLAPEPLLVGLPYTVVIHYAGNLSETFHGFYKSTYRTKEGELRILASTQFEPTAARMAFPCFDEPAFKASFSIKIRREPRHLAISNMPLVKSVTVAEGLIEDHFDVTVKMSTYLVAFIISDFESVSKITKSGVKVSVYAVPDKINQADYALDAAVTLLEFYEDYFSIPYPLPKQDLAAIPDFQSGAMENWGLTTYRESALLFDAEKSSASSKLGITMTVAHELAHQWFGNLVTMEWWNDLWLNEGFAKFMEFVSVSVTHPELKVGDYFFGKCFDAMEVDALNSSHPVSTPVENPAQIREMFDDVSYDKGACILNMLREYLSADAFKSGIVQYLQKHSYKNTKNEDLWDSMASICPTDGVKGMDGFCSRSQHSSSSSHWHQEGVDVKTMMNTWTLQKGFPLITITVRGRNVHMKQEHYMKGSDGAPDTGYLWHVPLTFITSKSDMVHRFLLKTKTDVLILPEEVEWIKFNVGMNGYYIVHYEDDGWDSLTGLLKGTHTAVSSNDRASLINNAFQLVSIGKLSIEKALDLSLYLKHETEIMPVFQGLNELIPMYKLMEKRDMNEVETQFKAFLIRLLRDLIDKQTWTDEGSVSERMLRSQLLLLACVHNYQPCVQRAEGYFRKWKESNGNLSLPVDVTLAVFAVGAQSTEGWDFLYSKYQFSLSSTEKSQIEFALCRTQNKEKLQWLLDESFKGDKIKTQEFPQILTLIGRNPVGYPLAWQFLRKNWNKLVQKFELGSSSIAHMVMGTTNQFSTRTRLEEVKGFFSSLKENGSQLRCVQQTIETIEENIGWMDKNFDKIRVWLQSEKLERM
# ARNT-TACC3 inh: disruptors of ARNT/TACC3 protein interaction, primary screen, biochemical, AlphaScreen, single concentration; AID 623870, 2012; 390,000 compounds, 0.66% hits; inhibition, % at 9.99 µM; Transforming acidic coiled-coil-containing protein 3 (Homo sapiens), Q9Y6A5; AlphaScreen His-ARNT PAS-B/GST-TACC3 binding, luminescence; TACC3 fragment carries E629A point mutation;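 active means mean inhibition of replicates at least 50% and at least half of replicates each reaching 50%; inconclusive means half or more replicates reach 50% but mean below 50%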;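 further: 0% = complete ARNT plus TACC3 wells and 100% = ARNT alone without TACC3; many hits fall short of the cut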
# CFTR F508del cor: F508del CFTR correction, initial screen, CFBE line, single point; CFBE cells, YFP halide quenching; stimulated with forskolin plus potentiator P3; % fluorescence drop versus neutral controls; activity (quench increase), % at 7.58 µM; 350,000 compounds, 0.36% hits; AID 720511, 2013;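 active means mean added fluorescence quench of at least 8% versus neutral control, with both replicates also reaching 8%; inconclusive means only one of the mean or replicate conditions met; inactive means mean below 8% and not both replicates reaching 8%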;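 further: cells transiently co-express mutant CFTR-F508del with the halide-sensitive YFP; corrector assay measuring rescue of mutant channel to the surface after 24 h compound exposure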
# * marks the source's active call; other numbers are inactive results; ? = inconclusive; / = not tested or not shown.
SMILES,RAD54 inh,RAD52 inh,esBAF inh,XiGFP reactiv,GSIS activator,ERAP1 inh,ARNT-TACC3 inh,CFTR F508del cor
O=C1CN(S(=O)(=O)Cc2ccccc2)C[C@@H]2[C@@H](c3ccc(C#Cc4cccc(F)c4)cc3)[C@H](CO)N12,/,-8,/,0.5,-6,0,/,8.1*
Cc1ccc(C(=O)NCC(=O)OCc2c(F)cccc2Cl)cc1,/,-4,/,0.0,-2,-3,-3,0.0
C[N+](C)(C)c1ccc(/C=N/Nc2nc(Cl)c(C#N)c(Cl)c2Cl)cc1,/,/,/,0.0,4,/,2,-1.0
CN(C)C(=O)c1cccc(-c2cccc(-c3nc(C(=O)N4CCOCC4)cc4c3[C@H](CCO)N([S@@](=O)C(C)(C)C)C4)c2)c1,-4,-36,-2,0.0,-2,-2,4,0.8
O=C(C[C@H]1CC[C@@H]2[C@H](COC[C@@H](O)CN2Cc2cccc(C(F)(F)F)c2)O1)NCc1ccc(Cl)cc1,-7,-16,18,0.0,-10,4,24,-0.9
CC(=O)NC[C@H]1[C@H](c2ccc(C3=CCCC3)cc2)[C@@H](CO)N1Cc1cccnc1,-2,/,6,0.1,5,/,-12,-0.4
Cc1cccc(C)c1NC(=O)CN(C)C(=O)CCc1nc2sc3c(c2c(=O)[nH]1)CCCC3,10,-64,-5,0.1,-5,-1,3,-5.8
CC(C)NC(=O)Nc1ccc2c(c1)C(=O)N([C@H](C)CO)C[C@@H](C)[C@H](CN(C)Cc1ccccc1)O2,9,-28,-1,-0.4,7,-2,-4,6.0
CC(=O)Nc1ccc(C2Nc3ccccc3C(=O)N2C2CCCCC2)cc1 (stereo not given),0,-2,30,/,4,-5,-1,/
Cc1ccc(C(=O)CN2C(=O)c3ccccc3S2(=O)=O)cc1,-1,2,/,0.0,4,-1,-3,-1.6
O=C(NC1CCCC1)[C@@H]1[C@@H](CO)[C@@H]2Cn3c(cccc3=O)[C@@H]2N1CC1CCOCC1,/,-10,/,0.0,18,-4,/,1.4
Cc1cc(C(=O)Nc2cccc3c2O[C@H](CN(C)C(=O)Nc2ccc(F)cc2)[C@@H](C)CN([C@H](C)CO)C3=O)n(C)n1,6,17,2,0.1,13,3,-2,2.7
COc1ccc(S(=O)(=O)Nc2ccc3c(c2)C(=O)N([C@H](C)CO)C[C@@H](C)[C@@H](CN(C)CC2CC2)O3)cc1,-1,-1,-1,-0.9,26,7,14,0.2
Cc1noc(C)c1S(=O)(=O)Nc1ccc2c(c1)C(=O)N([C@@H](C)CO)C[C@@H](C)[C@@H](CN(C)S(=O)(=O)c1cccs1)OCCCC[C@H](C)O2,-2,/,2,0.0,-8,/,-1,3.5
CC(C)C(NC(=O)c1ccccc1)C(=O)OCC(=O)N1CCCCC1 (stereo not given),6,11,-5,0.0,1,-2,1,-1.4
COc1ccc(OC2CCN(S(=O)(=O)c3ccc(F)cc3)CC2)cc1,1,-6,-2,-0.1,-9,-4,-2,0.1
COc1cc(Nc2ccn3nc(-c4ccccc4Cl)cc3n2)cc(OC)c1OC,4,-11,31,0.0,3,5,/,2.6
O=[N+]([O-])c1ccc(S(=O)(=O)Nc2nc(-c3ccccc3)cs2)cc1,3,-8,-3,0.0,-24,5,-4,-0.9
c1ccc2nc3c(cc2c1)CCCCC3,-1,-12,/,0.0,7,-2,-4,0.8
C[C@H](CO)N1C[C@H](C)[C@H](CN(C)C(=O)Nc2ccccc2)Oc2c(NS(=O)(=O)c3cn(C)cn3)cccc2C1=O,0,0,-4,-0.3,4,2,-6,0.9

# CFTR F508del cor, what is marked active above
smiles	RAD52 inh	esBAF inh	GSIS activator	ERAP1 inh	ARNT-TACC3 inh	CFTR F508del cor
O=C1CN(S(=O)(=O)Cc2ccccc2)C[C@@H]2[C@@H](c3ccc(C#Cc4cccc(F)c4)cc3)[C@H](CO)N12	-8	/	-6	0	/	8.1*

# More structures:
SMILES,RAD54 inh,RAD52 inh,esBAF inh,XiGFP reactiv,GSIS activator,ERAP1 inh,ARNT-TACC3 inh,CFTR F508del cor
CCOc1ccc(-c2ccc(C3=CC(=O)C[C@H](c4ccc(F)cc4)C3)cc2)cc1,-8,-5,-6,0.1,14,/,/,-2.8
CC1=C([C@H](O)CCc2ccccc2)[C@H](CO)n2c(=O)n(-c3ccccc3)c(=O)n2C1,-2,-3,/,/,/,-1,-1,-3.2
CNCCC(=O)N1c2ccccc2CCc2ccc(NC(=O)OC)cc21,4,-10,2,0.1,-32,0,-2,1.0
Cc1cccc(-n2nc3c(c2NC(=O)c2c(F)cccc2F)CS(=O)(=O)C3)c1C,1,6,-5,0.0,2,5,2,-0.5
CC(NC(=O)c1cc(S(=O)(=O)N2CCCC2)ccc1Cl)c1ccccn1 (stereo not given),/,2,6,-0.1,0,-7,/,-2.0
C[C@@H]1CN([C@@H](C)CO)C(=O)Cc2cc(NC(=O)CCCCCC(=O)Nc3ccccc3N)ccc2O[C@H]1CN(C)C(=O)Nc1ccc(C(F)(F)F)cc1,-2,/,2,-1.0,3,/,5,-1.1
COC(=O)c1c(F)c(F)c(N2CCOCC2)c(F)c1F,-13,/,-2,/,1,/,-8,/
CCC(=O)N[C@@H]1CC[C@H](CCNC(=O)Nc2ccc(F)cc2)O[C@@H]1CO,4,13,0,0.0,-15,-3,0,-2.6
O=C(NN=Cc1cc(Cl)ccc1[N+](=O)[O-])c1cccc2ccccc12,/,-57,/,0.0,5,-2,-2,-1.7
O=C(O)c1ccccc1NC(=S)NC(=O)c1cccc2ccccc12,-1,-12,-6,0.0,-17,1,4,-1.3
COc1ccc(C(=O)NCCS(=O)(=O)NCc2ccco2)cc1,2,-22,-2,-0.1,19,0,-3,-1.3
Cc1cccc(-n2c(SCC(=O)NCc3ccc4c(c3)OCO4)nc3ccccc3c2=O)c1,/,-10,/,0.4,17,2,-7,/
O=C(Nc1cccc(F)c1)N1C[C@H]2[C@@H](c3ccccc31)[C@@H](CO)N2C(=O)c1cccnc1,-4,-13,15,0.0,-2,-5,5,-3.3
CN1/C(=C\C=N\NC(=O)c2ccccc2Br)C(C)(C)c2ccccc21,-6,/,/,0.1,-36,/,/,-3.4
COC(=O)c1ccc(COc2ccc(/C=N/NC(N)=S)cc2)o1,1,-26,/,0.1,-1,-9,/,/
CC1CN(C)C(C)c2c1oc1ccc(N)cc21 (stereo not given),/,95*,/,-0.2,-13,0,/,0.7
CCC(=O)Nc1ccc2c(c1)OC[C@H](C)N(Cc1cncnc1)C[C@H](C)[C@@H](OC)CN(C)C2=O,/,3,/,0.5,15,3,/,0.9
Cc1cccc(N2CCN(C(=O)c3ccc4ccccc4c3)CC2C)c1 (stereo not given),-4,-27,0,0.0,13,-1,-2,-1.6
COCC#Cc1ccc2c(c1)O[C@@H](CN(C)C(=O)C1CC1)[C@@H](C)CN([C@H](C)CO)S2(=O)=O,5,5,/,0.4,-4,-2,0,0.6
COc1ccc2nc(-c3ccccn3)[nH]c2c1,13,10,-3,0.0,-4,0,40*,1.2
Cc1cc(NC(=O)NC(=O)c2ccccc2)no1,-5,-6,?,0.3,3,-1,-4,-0.1
COc1ccc(Cl)cc1NC(=O)Cc1c(F)cccc1Cl,/,-11,/,-0.1,3,-2,-3,0.7
Fc1ccc(-c2cc(-c3ccccc3)nc(-n3cccn3)n2)cc1,-6,-11,-4,0.0,5,1,-1,-1.7
Cc1ccccc1NC(=O)NC1CCCCCCC1,0,-3,10,0.1,13,0,1,-0.6
COc1ccc(OCc2nnc(SCc3ccc(C(=O)O)cc3)o2)cc1,/,-12,/,0.0,0,-15,1,-2.0
COC(=O)c1cc(S(=O)(=O)NCC2CCN(Cc3ccc(F)cc3)CC2)cn1C,15,-3,-11,0.0,11,0,-6,-0.1
O=C(Cc1ccsc1)N1CCN(S(=O)(=O)c2cccc(F)c2)CC1,0,-17,-7,0.1,7,0,-1,-2.1
CC(C)(C)C1CCC(=NNC(=O)CN(c2ccccc2)S(=O)(=O)c2ccccc2[N+](=O)[O-])CC1 (stereo not given),-15,/,/,0.3,-18,/,4,/
CC(C)NC(=O)N1[C@H](C#N)[C@@H](c2ccccc2-c2ccc(F)cc2)[C@@H]1CO,/,-11,/,0.1,5,0,/,1.8
OC1CCCN(CC(O)COc2ccc(-c3ccccc3)cc2)C1 (stereo not given),20,0,10,/,4,5,-6,-2.0
CC(c1ccccc1)c1nnc(NC(=O)Nc2ccccc2F)s1 (stereo not given),2,4,80*,0.7,-3,16,-4,-1.8
CCCCC(CC)C(=O)NCC(C)NC(=O)C(CC)CCCC (stereo not given),3,/,-14,0.4,-21,/,-14,/
Cc1cc(N/N=C/c2ccccc2F)nc(NCc2ccccc2)n1,/,-40,-1,0.0,/,-2,7,-3.4
O=C(O)c1ccccc1N=N/C(=N/Nc1cc(S(=O)(=O)O)ccc1O)c1ccccc1,10,-17,-9,0.2,-3,12,/,5.1
Cc1nc(-c2ccc(S(=O)(=O)Oc3ccccc3Cl)s2)cs1,/,-1,/,7.8,/,0,-8,0.2
COc1ccc(NC(=O)CN(C)C(=O)C(C)Sc2ccccc2)cc1 (stereo not given),-8,10,/,0.0,-2,2,0,0.5
CCc1nc2ccc(C(=O)NCc3cccs3)cn2c1N(CC)Cc1cccc(Br)c1,-3,-67,-12,0.0,-15,0,/,4.8
Cc1ccc(NC(=O)CN(C)C(=O)c2cccc(S(=O)(=O)NCc3ccccc3)c2)cc1,/,-5,-2,0.0,-31,0,-1,1.1
CC(C)C[C@H]1CNC(=S)N1CC1CCN(CC2CCCC2)CC1,-3,-4,-7,/,5,7,10,-2.6
CC(C)(C)OC(=O)NOCC(=O)N(Cc1ccccc1)CC(O)COc1ccccc1 (stereo not given),2,-12,1,0.0,/,0,5,0.6
C=CCc1ccc(OC)c(OC)c1,-7,-9,-5,/,/,/,-5,-3.1
CCc1ccc(-c2nc(SCC(=O)c3c(N)n(C)c(=O)n(C)c3=O)n[nH]2)cc1,1,-9,-8,0.0,10,0,-3,-2.8
Cc1cnc(NC(=O)CSc2c(Cl)cccc2Cl)s1,-6,/,1,/,-8,/,1,/
COc1ccc(NC(=O)N(C)C[C@H]2OCCCC[C@@H](C)Oc3ccc(NS(=O)(=O)c4ccccc4)cc3C(=O)N([C@@H](C)CO)C[C@H]2C)cc1,-3,-26,4,0.1,-8,3,1,1.4
COC(=O)c1sccc1NC(=S)N(C)C1CCCCC1,/,-5,-3,-0.3,-12,/,1,-0.4
COc1ccccc1/C=C/c1nc2ccc(OC(C)=O)cc2c(=O)o1,5,-2,11,0.0,15,-1,1,2.1
O=C(CSc1ccc2nnc(-c3cccnc3)n2n1)NCC1CCCO1 (stereo not given),-4,-6,-1,0.0,4,4,-4,-0.3
N#C[C@H]1[C@H](c2ccc(C3=CCCC3)cc2)[C@@H](CO)N1c1nc(-c2ccccc2)cs1,5,-35,-2,0.2,-7,-4,6,-2.4
O=C(CSc1nnc(CNC(=O)c2ccccc2F)o1)NC1CCCCC1,6,-10,2,0.0,29,-4,1,1.4
